Screening data (PubChem)
p53ts 39C kill = kills p53ts cells at the nonpermissive temperature; H1299-p53A138V viability at 39C, ATP luminescence, 24 h; Potency, µM (series often up to 46.1 µM), without a hit: at the top dose activity change, negative = cell killing, actives largely listed as cytotoxic; actives 1.5% (n = 130,000); also: nearly all actives have a fitted effect of over 55% in size
IkB signaling = suppresses IkB signaling in ABC-DLBCL reporter cells; actives 0.04% (n = 110,000); AID 445; ABC-DLBCL IkBa-CBG/CBR dual luciferase ratio, 4 h; response scale: scaled: untreated 0%, proteasome inhibitor 100%; Potency, µM (doses to about 57.1 µM), for the others: at the top dose IkBa stabilization activation; active = well fitted curve in the direction sought with a large enough effect in the signal ratio, not every such curve was filed as active; inconclusive = small, poorly fitted or top-dose-only effect, or a change in a side signal; the % refers to the signal ratio;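 also: the direction sought is a rising ratio; 0% = basal untreated cells and 100% = reference inhibitor full response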
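Luminescence ratio of IκBα-fused green versus native red beetle luciferase in OCI-Ly3 cells, 4 h post-doxycycline with compound; red signal alone, scaled from basal (0%) to zero light (-100%), flagged nonspecific or cytotoxic effects.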
p53ts 32C tox = kills p53ts cells at the permissive temperature | H1299-p53A138V at 32C, ATP luminescence viability, 24 h | Potency, µM (doses to about 46.1 µM), without a hit: top-dose activity change, negative = cytotoxicity, usual class: cytotoxic | actives 0.93% (n = 130,000) | AID 924;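 also: 0% = DMSO and -100% = full killing by reference compound; nearly all actives have a fitted effect of over 55% in size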
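H1299-p53 A138V cells (temperature-sensitive p53) exposed 24 h to up to 46 uM compound at 32C, where p53 is wild-type in conformation. Viability read as ATP luminescence and normalised to DMSO and 100 uM tamoxifen. AC50 fitted with the Hill equation.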
Peg3 imprint = induces erasure of genomic imprints in mouse ES cells. mouse ES Peg3-LacZ reporter, beta-gal luminescence, 40 h. Potency, µM (doses to about 60.7 µM), for the others: at the highest dose activity change, positive = activation, usual class: activators. actives 0.02% (n = 110,000). AID 1948;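 also: 0% = negative control wells on the plate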
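Readout: BetaGlo luminescence (5 min, room temp) for LacZ from the normally silent maternal Peg3 allele in female Peg3LacZ-Neo ES cells. Cells 300/well, 40 h, 37C, 5% CO2. Data normalized per plate to negative controls.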
Numbers without * were called inactive; ? = inconclusive; nt = no result given; [ ] = another dose, or the depositor's remark. Unless noted, calls follow the shape of the dose curve; as a rule, active = well fitted curve in the direction sought with a large enough effect; inconclusive = small, poorly fitted or top-dose-only effect, or another doubt; inactive = no such curve, though single readings can be large; an effect the other way counts as inactive or inconclusive. Unless noted, % is scaled to controls: 0 for no effect and ±100 for the full control effect; potency is read from the fitted curve at half-maximal effect.

Labels used below – A = p53ts 39C kill; B = IkB signaling; C = p53ts 32C tox; D = Peg3 imprint
> COCCn1c(=NC(=O)CSC(C)=O)sc2cc(OC)ccc21
  A: 18% | B: -3.2% | C: 16% | D: -7%
> O=C(NC1CCCCCCC1)c1ccco1
  A: 4% | B: 2.3% | C: 3% | D: -15%
> CC(CN(C)Cc1ccccc1)OC(=O)c1ccc2c(c1)OCCO2 (stereo not drawn)
  A: -4% | B: 2.9% | C: -8% | D: 1%
> O=C(Nc1nc(-c2ccncc2)cs1)c1ccc(S(=O)(=O)N2CCOCC2)cc1
  A: -6% | B: -0.4% | C: -7% | D: -13%
> CN(C)c1cc(O)c(C(=S)Nc2ccccc2)c(N(C)C)c1
  A: -12% | B: ? | C: -6% | D: -17%
> Cc1ccc(C)c(-n2c(N)c(C#N)c3nc4ccccc4nc32)c1
  A: 10% | B: ? | C: 0% | D: -14%[10.9 µM]
> O=C(C1CCN(S(=O)(=O)c2cccs2)CC1)N1CCN(c2cccc(Cl)c2)CC1
  A: -9% | B: 3.9% | C: 10% | D: -18%[10.9 µM]
> CC1CC(C)CN(CCCn2c(=S)[nH]c3ccccc3c2=O)C1 (stereo not drawn)
  A: 0% | B: -0.4% | C: -13% | D: 6%
> Cc1nn(CC(O)COc2ccc3c(c2)CCC3)c(C)c1C (stereo not drawn)
  A: -3% | B: 0.2% | C: -7% | D: -11%
> CC(=O)c1cccc(NC(=O)N2CCCC2C(=O)NCc2ccccc2)c1 (stereo not drawn)
  A: 12% | B: 1.0% | C: 5% | D: -5%
> COCCn1c(C)cc(O)c(C(c2ccccc2)N2CCN(c3ccccc3F)CC2)c1=O (stereo not drawn)
  A: -7% | B: 1.0% | C: 0% | D: -15%[10.9 µM]
> CCc1ccc2oc(C(=O)N(Cc3ccc(N(C)C)cc3)Cc3ccco3)c(C)c2c1
  A: -3% | B: ? | C: 7% | D: ?
> CCS(=O)(=O)NCCc1csc2nc(-c3ccc(OC)cc3)nn12
  A: -23% | B: -3.0% | C: 8% | D: 6%[10.9 µM]
> CCCC(=O)Nc1c(O)c2ccccc2[nH]c1=O
  A: 6% | B: -0.4% | C: -3% | D: 7%
> O=c1cc(-c2ccccc2)nc(SCc2nc(-c3ccc(Cl)cc3)no2)[nH]1
  A: -1% | B: -4.9% | C: 7% | D: 24%[10.9 µM]
> COC(=O)C1=C(N)Oc2cc(C)n(Cc3cccnc3)c(=O)c2C1c1ccc(OC)c(OC)c1OC (stereo not drawn)
  A: 11% | B: -2.7% | C: 10% | D: -14%
> Cc1nc2c(-c3ccccc3)c(C)nn2c(C)c1CCC(=O)Nc1ccccc1F
  A: -23% | B: ? | C: 7% | D: -11%[10.9 µM]
> Cn1c(=O)c2sccc2n2c(CCCC(=O)NCc3ccccc3)nnc12
  A: 10% | B: 0.2% | C: 9% | D: -8%[10.9 µM]
> CCOC(=O)c1cc2c(=O)n3ccccc3nc2n(Cc2ccco2)c1=NC(=O)c1ccc(C)c(C)c1
  A: -9% | B: ? | C: 13% | D: -9%[10.9 µM]
> CCC(C)(C)n1nnnc1C(c1cc2cc(OC)c(OC)cc2[nH]c1=O)N1CCc2ccccc21 (stereo not drawn)
  A: -7% | B: ? | C: 13% | D: -11%

Compounds from the list above that have a furan ring, fused or not (three):
Labels used below – A = p53ts 39C kill; B = IkB signaling; C = p53ts 32C tox; D = Peg3 imprint
> O=C(NC1CCCCCCC1)c1ccco1
  A: 4% | B: 2.3% | C: 3% | D: -15%
> CCc1ccc2oc(C(=O)N(Cc3ccc(N(C)C)cc3)Cc3ccco3)c(C)c2c1
  A: -3% | B: ? | C: 7% | D: ?
> CCOC(=O)c1cc2c(=O)n3ccccc3nc2n(Cc2ccco2)c1=NC(=O)c1ccc(C)c(C)c1
  A: -9% | B: ? | C: 13% | D: -9%[10.9 µM]

Carrying on.
Labels used below – A = p53ts 39C kill; B = IkB signaling; C = p53ts 32C tox; D = Peg3 imprint
> COc1ccc(C(=O)c2oc3ccccc3c2NC(=O)COc2ccccc2)cc1
  A: 17% | B: ? | C: -4% | D: -6%[10.9 µM]
> COc1ccc(NC(=O)c2ccco2)cc1NC(=O)c1ccc(Br)o1
  A: -3% | B: -0.9% | C: 0% | D: -12%
> CCOc1cc2[nH]c(=O)n(Cc3ccc(C(=O)NCCN(CC)CC)cc3)c(=O)c2cc1OCC
  A: -12% | B: 0.1% | C: -4% | D: -7%[10.9 µM]
> NC(=O)C1CCCN(S(=O)(=O)c2ccccc2)C1 (stereo not drawn)
  A: 5% | B: -0.5% | C: 1% | D: -5%
> O=C(Cc1ccc(Cl)cc1)Nc1ccc2nn(-c3ccc(Cl)cc3)nc2c1
  A: 1% | B: ? | C: 1% | D: -6%[10.9 µM]
> COC(=O)CCCOc1ccc(Cl)cc1Cl
  A: 0% | B: nt | C: -12% | D: -3%
> CCCCC(=O)Oc1ccc2oc(-c3ccc(OC)cc3)cc(=O)c2c1
  A: 6.3µM* | B: ? | C: ? | D: -35%[inhibitor][10.9 µM]
> COc1ccc(-n2nc(C(=O)Nc3cc(OC)c(OC)c(OC)c3)c(=O)n(C)c2=O)cc1
  A: ? | B: 0.8% | C: -21% | D: -7%[10.9 µM]
> COc1ccccc1CNC(=O)c1cnc2ccccn2c1=O
  A: 21% | B: 1.9% | C: 5% | D: -9%
> Cc1csc(N(C(=O)c2cccc(S(=O)(=O)N(C)C)c2)c2ccccc2)n1
  A: -2% | B: 1.0% | C: 5% | D: -14%
> CCC(CC)C(=O)Nc1cccc(C(=O)N2CCCCCC2)c1
  A: 18% | B: 1.3% | C: -2% | D: 8%
> Cc1ccc(S(=O)(=O)c2cc3c(=O)n4ccccc4nc3n(CC3CCCO3)c2=N)cc1C (stereo not drawn)
  A: -1% | B: -0.9% | C: 8% | D: 8%
> CSCCC(NC(=O)C1CCC(C)CC1)C(=O)N1CCN(c2ccccn2)CC1 (stereo not drawn)
  A: -4% | B: 3.5% | C: 4% | D: -13%
> CCC(C)NC(=O)Cn1c(=O)n(Cc2ccc(C(=O)NCc3ccc(C)cc3)cc2)c(=O)c2ccccc21 (stereo not drawn)
  A: 20µM* | B: 1.5% | C: ? | D: 12%[10.9 µM]
> COc1ccc(CCNC(=O)c2ccc(Cn3c(SCC(=O)NCCC(C)C)nc4cc5c(cc4c3=O)OCO5)cc2)cc1OC
  A: -10% | B: ? | C: 11% | D: -8%[10.9 µM]
> CCNc1ncc2nc(-c3ccc(F)cc3)c(=O)n(CCOC)c2n1
  A: 8% | B: -3.4%[11.4 µM] | C: 8% | D: 6%
> Cc1ccc2oc(-c3ccc(Cl)c(NC(=O)c4ccc(OC(C)C)cc4)c3)nc2c1
  A: 5% | B: 40% | C: -14% | D: -7%[10.9 µM]
> CNS(=O)(=O)c1cn(CC(=O)N2CCN(c3ccc(OC)cc3)CC2)cc1S(=O)(=O)NC
  A: -3% | B: 1.9% | C: 7% | D: 9%[10.9 µM]
> CCC1S/C(=N/C(=O)NC2CCCCC2)NC1=O (stereo not drawn)
  A: 4% | B: nt | C: -5% | D: nt
> COC(=O)c1ccc(NC(=O)C(=O)NCC(c2cccnc2)N2CCc3ccccc32)cc1 (stereo not drawn)
  A: -1% | B: ? | C: 19% | D: 14%[10.9 µM]
> COC(=O)c1ccccc1OCC(=O)NC1CCCCC1
  A: -2% | B: 5.9% | C: -1% | D: -10%
> Cc1ccc(NC(=O)CCC(C(=O)O)N2C(=O)c3ccccc3C2=O)cc1 (stereo not drawn)
  A: 15% | B: -0.6% | C: 1% | D: -5%
> Cc1ccccc1-n1c(SCc2ccccn2)nc2n[nH]c(C)c2c1=N
  A: 13% | B: ? | C: 20% | D: -22%
> COc1cccc(Oc2cncnc2-c2ccc(OC)cc2O)c1
  A: -10% | B: 4.0% | C: -8% | D: -19%
> COc1ccc(CCNC(=O)Cn2cc(C(=O)c3ccccc3)c(=O)c3ccc(C)nc32)cc1OC
  A: 6% | B: -0.6% | C: 2% | D: ?
> O=C(NC1CCCCC1)C(c1ccc(F)cc1)N(Cc1ccco1)C(=O)Cn1nnc2ccccc21 (stereo not drawn)
  A: -1% | B: 3.6% | C: -11% | D: nt
> CCNC(=O)CN(c1ccc(OC)c(OC)c1)S(=O)(=O)c1ccccc1
  A: 2% | B: 0.0% | C: -3% | D: 5%
> CC(=O)C1C(c2ccncc2)NC(=O)NC1(O)C(F)(F)F (stereo not drawn)
  A: -8% | B: 4.0% | C: 7% | D: -5%
> Cc1occc1-c1nnc(SCC(=O)Nc2nccs2)n1CCc1ccccc1
  A: -5% | B: 5.1% | C: 6% | D: -16%
> COc1ccccc1CNC(=O)c1ccc2nc(-c3ccccc3)c(-c3ccccc3)nc2c1
  A: ? | B: ? | C: 7% | D: -18%[10.9 µM]
> Cc1cccc(N2CCN(C(=O)Cn3c(=O)c4cccn4c4ccc(F)cc43)CC2)c1C
  A: -26% | B: ? | C: -1% | D: -20%[10.9 µM]
> CON(C)c1nc(Oc2ccc(=O)[nH]n2)nc(N(C)C)n1
  A: 2% | B: -2.9% | C: 13% | D: 1%
> CCCCNC(=O)c1c(N)n(/N=C/c2ccccn2)c2nc3ccccc3nc12
  A: 7% | B: 4.0% | C: -5% | D: -10%
> Cc1ccc(NC(=O)Cn2cc(S(=O)(=O)c3ccc(F)cc3)c(=O)c3cc4c(cc32)OCO4)cc1
  A: -6% | B: 0.2% | C: 7% | D: -9%[10.9 µM]
> COc1ccc(NC(=O)CNS(=O)(=O)c2cccs2)c(OC)c1
  A: -6% | B: -0.8% | C: 10% | D: -11%[10.9 µM]
> COC(=O)c1cn(CC(=O)NC2CCCCC2)c2ccccc12
  A: 11% | B: -0.7% | C: 5% | D: nt
> Clc1ccccc1C1CC(c2ccccc2)Nc2ncnn21 (stereo not drawn)
  A: -7% | B: -0.6% | C: 16% | D: -12%
> Cc1ccc2c(c1)CCCN2C(=O)Nc1ccc2c(c1)OCO2
  A: ? | B: -4.5% | C: ? | D: 5%
> CCCCN(CC)C(=O)CSc1nc2ccccc2c(=O)n1Cc1ccco1
  A: 39%[activator] | B: -1.3% | C: 13% | D: -18%[10.9 µM]
> C/C(=N\NC(=S)NC1CCCCC1)c1ccc(C#N)cc1
  A: 4% | B: nt | C: 26% | D: nt
> Cc1ccc(CCNC(=O)c2cc3c(s2)-c2ccccc2OC3)cc1
  A: ? | B: -1.7% | C: -4% | D: -14%[10.9 µM]
> Cc1ccc(N)cc1-n1c(C)ccc1C
  A: -10% | B: 4.3% | C: -3% | D: -21%
> COC(=O)c1[nH]c2ccc(C)cc2c1NC(=O)CN1CCCCC1C (stereo not drawn)
  A: 6% | B: 0.7% | C: -6% | D: -10%
> CCc1ccc(C2C(C(=O)Nc3ccc(Cl)cc3)=C(C)Nc3ncnn32)cc1 (stereo not drawn)
  A: 8% | B: 0.5% | C: -3% | D: 15%[10.9 µM]
> CCCCN(c1ccccc1)S(=O)(=O)c1cc2c3c(c1)C(C)C(=O)N3CCC2 (stereo not drawn)
  A: -9% | B: ? | C: -6% | D: -2%[10.9 µM]
> CCCSc1ncc(Cl)c(C(=O)Nc2c(C(=O)c3ccc(F)cc3)oc3ccccc23)n1
  A: 5% | B: -2.5% | C: 8% | D: 8%[10.9 µM]
> O=C(NCCc1c[nH]c2ccccc12)C1CCN(c2nnc(N3CCCC3=O)s2)CC1
  A: -5% | B: 3.3% | C: -7% | D: -1%
> CCN(CC)c1ccc(NC(=O)Cn2cc3c(n2)CCC(C)C3)c(C)c1 (stereo not drawn)
  A: -13% | B: 5.2% | C: -11% | D: -22%
> CCOc1ccccc1-n1nnnc1SCc1nc2ccccc2s1
  A: -17% | B: ? | C: -6% | D: -20%
> CC(C)CCn1c(=O)c2sccc2n2c(CCCC(=O)NC3CCC(C)CC3)nnc12 (stereo not drawn)
  A: -10% | B: -2.0% | C: -2% | D: -4%[10.9 µM]

Going on with the list.
Labels used below – A = p53ts 39C kill; B = IkB signaling; C = p53ts 32C tox; D = Peg3 imprint
> Cc1ccc(CNC(=O)c2nc(SCc3ccc(F)cc3)ncc2Cl)cc1
  A: -23% | B: -1.4% | C: -2% | D: -8%[10.9 µM]
> O=C(Sc1nnc(-c2ccccc2)o1)N1c2ccccc2Sc2ccccc21
  A: ? | B: 0.7% | C: ? | D: -4%
> CCC(=O)N1CCc2cc(Br)cc(S(=O)(=O)CCC(=O)N3CCN(c4ccccc4F)CC3)c21
  A: 23% | B: ? | C: 2% | D: -6%[10.9 µM]
> Cc1ccc2c(c1)C(O)(CC(=O)c1cccnc1)C(=O)N2 (stereo not drawn)
  A: -9% | B: 2.7% | C: 3% | D: -14%
